# AMA1-RON2 inh – disrupts binding of P. falciparum AMA1 to RON2; AlphaScreen AMA1-biotinylated RON2 peptide binding; Potency, µM (series often up to 58.2 µM), for inactives: at the highest dose activity change, negative = inhibition, hits mostly inhibitors; hit rate 0.2% among 360,000; AID 720542;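 note: potency is the fitted concentration of half-maximal effect; 0% = vehicle wells and -100% = peptide control; nearly all actives have a fitted effect of over 45% in size; some results filed as inactive show a strong effect at the top dose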
#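 AMA1 (3D7) with his tag at 25 nM final met compounds first, then biotinylated RON2 peptide at 25 nM; detection used donor plus acceptor beads, 10 µg/mL apiece, read by AlphaScreen after 30 min at room temperature.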
# AmpC inh detg – AmpC beta-lactamase inhibition with detergent present; P00811; AmpC hydrolysis of nitrocefin, absorbance 480 nm, 0.01% Triton; Potency, µM (series often up to 114 µM), inactives show top-dose activity change, negative = inhibition, actives largely listed as inhibitors; hit rate 0.041% among 370,000; AID 485294;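 note: potency is the fitted concentration of half-maximal effect; 0% = no-compound wells and -100% = no-enzyme wells; nearly all actives have a fitted effect of over 25% in size; some results filed as inactive show a strong effect at the top dose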
# Target sequence (P00811 whole entry, looked up): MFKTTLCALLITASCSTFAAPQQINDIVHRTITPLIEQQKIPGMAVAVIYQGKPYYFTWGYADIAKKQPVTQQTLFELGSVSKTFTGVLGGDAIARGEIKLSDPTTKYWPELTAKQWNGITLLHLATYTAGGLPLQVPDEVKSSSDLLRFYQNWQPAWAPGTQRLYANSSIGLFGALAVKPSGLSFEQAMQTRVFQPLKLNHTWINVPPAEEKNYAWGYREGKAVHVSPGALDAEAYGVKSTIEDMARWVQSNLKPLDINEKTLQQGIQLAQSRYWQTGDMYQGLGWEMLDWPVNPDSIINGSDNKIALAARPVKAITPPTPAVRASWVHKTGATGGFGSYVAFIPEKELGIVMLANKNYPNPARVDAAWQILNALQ
#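 20 mM phosphate pH 7.0 + 0.01% (detergent screen) or 0.0001% Triton X-100; 5.3 nM AmpC reagent; cpd preinc 15 min RT; nitrocefin (800 uM stock) to start; A480 q20 s × 4 min; Activity was normalised to no-enzyme and no-compound control wells.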
# HCMV inh – inhibitors of human cytomegalovirus. HFF cells, HCMV-luciferase reporter, 72 h; hits give low values. activity change, negative = inhibition, % at 57.5 µM. hit rate 4.5% among 410,000; in the data active = activity change below about -60%; inconclusive = no clear call, values can overlap the other calls; inactive = above about -39%
#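 Luciferase read-out from HCMV-luciferase-infected HFFs (MOI 1 PFU/cell) 72 h post infection at 37C; compounds added after 16 h cell attachment; activity normalized between buffer-only basal and Salinomycin (10uM) inhibitor controls.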
# Sm TGR inh – S. mansoni TGR enzyme inhibition. Q962Y6. purified TGR, DTNB reduction, TNB absorbance 405 nm. Potency, µM (titrated, usually from 114 µM), for inactives: at the top dose activity change, negative = inhibition, hits mostly inhibitors. hit rate 3% among 360,000; note: potency is the fitted concentration of half-maximal effect; nearly all actives have a fitted effect of over 60% in size
#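 Kinetic colorimetric format: TGR-catalysed, NADPH-driven DTNB reduction monitored via TNB absorbance. Enzyme dispensed at 20 nM; compound exposure 15 min at room temperature before reaction start.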
# AmpC inh no detg – blocks E. coli AmpC beta-lactamase in detergent-free assay | AmpC nitrocefin hydrolysis, absorbance 480 nm, 0.0001% Triton | P00811 | AID 485341 | hit rate 0.52% among 330,000 | Potency, µM (highest dose often 57.1 µM), for the others: top-dose activity change, negative = inhibition, actives largely listed as inhibitors;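 note: potency is the fitted concentration of half-maximal effect; plate controls were no compound for no effect and no enzyme for full effect; nearly all actives have a fitted effect of over 20% in size; some results filed as inactive show a strong effect at the top dose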
#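 AmpC (5.3 nM in the dispensed reagent) in 20 mM phosphate pH 7.0 with 0.01% (detergent screen) or 0.0001% Triton X-100 was preincubated with compounds for 15 min at room temperature. Nitrocefin was then added from an 800 uM solution, and hydrolysis was followed at 480 nm.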
# FBPA Giardia inh – inhibitors of Giardia lamblia fructose-1,6-bisphosphate aldolase; A8B2U2; purified Giardia FBPA; Potency, µM (series often up to 59.6 µM), inactives show top-dose activity, negative = inhibition, usual class: inhibitors; hit rate 0.71% among 290,000; AID 2451; note: potency is the fitted concentration of half-maximal effect; nearly all actives have a fitted effect of over 55% in size
# Target sequence (A8B2U2 whole entry, looked up): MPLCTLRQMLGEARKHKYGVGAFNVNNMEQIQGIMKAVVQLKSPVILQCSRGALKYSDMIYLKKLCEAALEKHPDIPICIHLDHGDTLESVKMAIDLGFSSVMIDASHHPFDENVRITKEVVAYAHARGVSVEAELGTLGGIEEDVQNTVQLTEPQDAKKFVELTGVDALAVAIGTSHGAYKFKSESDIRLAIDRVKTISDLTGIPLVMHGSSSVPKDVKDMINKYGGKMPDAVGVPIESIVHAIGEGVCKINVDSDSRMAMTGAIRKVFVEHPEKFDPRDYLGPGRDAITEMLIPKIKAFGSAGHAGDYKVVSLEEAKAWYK
#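 Giardia FBPA (40 nM reagent) was preincubated 10 min at RT with compound (up to 57.5 uM final), then substrate plus GAPDH/TPI/NAD/arsenate coupling system with diaphorase/resazurin was added; resorufin fluorescence (525/598 nm) was read after 20 min.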
# * marks the source's active call; other numbers are inactive results; u = inconclusive; x = no result given; & = joins results of further samples; [ ] = another dose, or the depositor's remark. Unless noted, calls come from the whole dose curve; as a rule, active = well fitted curve in the direction sought with a large enough effect; inconclusive = small, poorly fitted or top-dose-only effect, or another doubt; inactive = no such curve, though single readings can be large; an effect the other way counts as inactive or inconclusive. Unless noted, % is set by controls: 0 for no effect and ±100 for the full control effect.
molecule | AMA1-RON2 inh | AmpC inh detg | HCMV inh | Sm TGR inh | AmpC inh no detg | FBPA Giardia inh
CCOC(=O)N1CCC(N2Cc3cccc(C(=O)Nc4c(C)cccc4CC)c3C2=O)CC1 | -7% | u | -24 | 6% | 139%[activator] | 1%
CC1Cc2ccccc2N1C(=O)CSc1nc2c(c(=O)n(C)c(=O)n2C)n1Cc1ccccc1 (centres undefined) | -8% | -15% | -97* | 10% | -17% | -4%
CCCCn1c(O)c(C=NCCCN(C)C)c(=O)[nH]c1=O | -1% | 4% | 25 | 6% | -20% | 9%
C[C@@H]1C=C(C(=O)N2CCN(Cc3ccccc3)CC2)O[C@H](OCc2ccc(CO)cc2)C1 | 48%[activator] | 10% | 4 | -35% | 98%[activator] | 7%
Cn1ccc(C(=O)N/N=C/c2c[nH]c3ccccc23)n1 | -1% | -2% | 38 | 4% | -3% | 4%
O=C(CSc1nc2[nH]ncc2c(=O)[nH]1)Nc1ccccc1 | -8% | 0% | 22 | -4% | 0% | 9%
Cc1cc(C(C)(C)C)cc(C)c1CCNC(=O)c1c(C)noc1C | -21% | 1% | u | 0% | 71%[activator] | x
CN=C(SCC(=O)c1cccc(Cl)c1)c1c(O)n(C)c(=O)n(C)c1=O | 5% | 5% | 12 | -6% | -1% | 0%
Cc1cc(C)c[n+](-c2nc3ccccc3nc2[N-]S(=O)(=O)c2cccs2)c1 | 6% | -1% | u | -1% | -26% | 2%
COc1cc(Cl)c(C)cc1NC(=O)CSCC#N | 0% | -9% | 32 | 6% | -26% | 0%
Cc1ccc(Cl)c(OC(=O)c2ccc(N3CCOCC3)c([N+](=O)[O-])c2)c1 | -28% | -9% | -16 | -11% | 0% | -6%
COCC(=O)N(Cc1cc2cccc(C)c2[nH]c1=O)c1ccccc1 | -8% | 2% | 0 | 3% | -3% | 7%
COc1cc(-c2n[nH]c(=S)n2C(C)c2ccccc2)cc(OC)c1OC (centres undefined) | 89%[activator] | -3% | 85 | 3% | -2% | 12%
Cc1c(/C=N/NC(=O)C2(O)c3ccccc3-c3ccccc32)cnn1C | 2% | -8% | u | -2% | -17% | 4%
c1ccc(-c2cc3ccccc3[nH]2)cc1 | -15% | -7% | -65* | -26% | -20% | -6%
c1ccc(CCn2c3ccccc3c3nnc(SCc4ccc5nonc5c4)nc32)cc1 | 13% | u | -81* | -7% | -38% | 2%
Cc1ccc(N2C(=O)c3cccc([N+](=O)[O-])c3C2=O)cc1C | -29% | 2% | -34 | -11% | -13% | 0%
CCCN(CCC)C(=O)CC(c1ccccc1)C1CCOC(C)(C)C1 (centres undefined) | 5% | -15% | 3 | 1% | 120%[activator] | 7%
O=C(CSc1nncn1-c1cccnc1)N(c1ccccc1)c1ccccc1 | 6% | 5% | u | -2% | -19% | -1%
Cc1cccc(NC(=O)CSc2ccc(-c3sc(-c4ccccc4)nc3C)nn2)c1C | x | -10% | -11 | -3% | x | x
CCC(=O)c1cc2c(C)cc(=O)oc2c(C)c1OC(=O)C(C)C | -29% | 3% | -36 | 3% | 7% | 9%
N#CC1=C(N)Oc2nc[nH]c(=O)c2C1c1cccs1 (centres undefined) | 15% | 3% | -16 | -31% | -15% | -2%
O=C(N/N=C\c1cc([N+](=O)[O-])ccc1N1CCOCC1)c1ccccn1 | 47%[activator] | -8% | -27 | -3% | -8%[2.29 µM] | u
CCOC(Cn1ccc(=O)[nH]c1=O)OCC | 0% | -7% | 12 | 7% | -3% | 6%
CCn1nc(C)c(CN2CCC(n3nccc3NC(=O)c3ccc4c(c3)OCO4)CC2)c1C | 1% | 7% | -6 | -13% | -4% | 9%
CCOC(=O)C(=Nc1ccccc1)NO | 8%[11.6 µM] | -5% | 15 | -10% | -19% | -1%
Cc1cc(=O)oc2cc(OCC(=O)N3CCCc4ccccc43)ccc12 | -2% | -4% | -8 | -19% | -8% | 5%
Cn1c(CNC(=O)C2CCC(=O)N(CCc3cccc(F)c3)C2)nc2ccccc21 (centres undefined) | 20% | 0% | u | 2% | 30% | 8%
O=C(CSc1nnc(NC(=O)c2ccco2)s1)NC1CCCCC1 | -5% | u | 104 | 9%[11.4 µM] | -14% | 15%
Cc1occc1-c1nnc(SCC(=O)Nc2nccs2)n1CCc1ccccc1 | 4% | u | u | 1% | -31% | 7%
CCOC(=O)c1cccc(NC(=O)Cn2c(CC(=O)NC)nc3ccccc32)c1 | -25% | -10% | 41 | 4% | 27% | 8%
CC(=O)Oc1cccc(/C=C2\Sc3ccccc3C2=O)c1 | 5% | 6% | -18 | 6% | -4% | -5%
N#C/C(=N\Nc1ccc(F)cc1)C(=O)C1CC1 | 0% | -6% | 8 | 0% | -16% | -22%
CCC(CO)n1c(=S)[nH]c2cc(OC)c(OC)cc2c1=O (centres undefined) | 117%[activator] | 9% | u | 9% | -18% | u
Cc1c(C2C(C#N)=C(N)N(c3ccccc3C#N)C3=C2C(=O)CCC3)cnn1C (centres undefined) | 7% | -17% | 20 | -6% | -32% | -20%
CC(C)C[C@@H](CSc1ccc(Br)cc1)N1CCN(C)CCC1=O | 8% | 4% | 95 | u | 144%[activator] | 2%
Cc1ccc(S(=O)(=O)c2nc(NN(C)C)sc2Cl)cc1 | 6% | 2% | -26 | -4% | -9% | -3%
Cc1cccc(NS(=O)(=O)c2ccc(-n3cccn3)cc2)c1C | -2% | -8%&0% | u | -13%&6% | -32% | x
NS(=O)(=O)c1ccc(CCNC(=O)COC(=O)Cc2ccc([N+](=O)[O-])cc2)cc1 | -10% | u | 1 | -23% | -38% | x
CCOc1ccc(NC(=O)c2ccc(NC(=O)CCS(=O)(=O)c3cccs3)cc2)cc1 | x | 8% | 3 | -4% | x | x
Cc1nc2cccnc2n1-c1cccc(C(=O)NCCc2ccc(Cl)cc2)c1 | x | -3% | u | -2% | x | x
CC(C)c1ccc(NC(=S)N2CCN(C)CC2)cc1 | 0% | -5% | 13 | 0% | 1% | x
CC1CN(c2ccc(Cl)nn2)CC(C)O1 (centres undefined) | 0% | 2% | -9 | 3% | -8% | 4%
O=C(N/N=C/c1c[nH]c2ccccc12)c1cccc(Cl)c1 | 20% | 0% | -9 | 10% | -38% | 2%
Cc1cc(N=Nc2ccc(C)c(N=Nc3cc(C)c(N)cc3N)c2)c(N)cc1N | 22µM* | -8% | -4 | -22% | 21% | u
Cc1ccc(OCc2cc(C(=O)NC(C)Cc3cccc(C)n3)no2)cn1 (centres undefined) | -11% | -13% | u | 0% | 21% | x
O=C(COC(=O)C1CCCO1)Nc1cccc(C(F)(F)F)c1 (centres undefined) | -1% | 7% | 8 | -31% | 3% | 1%
CC(C)CCNC(=O)CCc1nnc2n(CCCOC(C)C)c(=O)c3ccccc3n12 | -1% | u | -32 | 5% | -12% | 9%
COc1cccc(CN(C)C(=O)c2cc(-c3ccc(F)cc3)nc3ccccc23)c1 | 10% | 4% | x | 2.2µM* | -1% | x
COc1cccc(-n2c(O)c(C=NCCN3CCOCC3)c(=O)[nH]c2=O)c1 | 6% | -14% | 6 | -29% | -13% | 0%
CC1=NN(c2ccc([N+](=O)[O-])cc2)C(c2ccccc2)C1 (centres undefined) | 1% | -14% | 4 | -5% | -37% | -9%
CC(=O)Nc1ccc(S(=O)(=O)N2CCC(c3nc4c(nnn4Cc4ccccc4Cl)c(=O)[nH]3)CC2)cc1 | 4% | -10% | -9 | -15% | 116%[activator] | -3%
CC1CC(C)CN(C(=O)CCc2nnc3ccc(N4CCCCC4)nn23)C1 (centres undefined) | 12% | 5% | u | 1% | 41% | -26%
Cc1nn(-c2ccccc2)cc1C(c1c(N)[nH]c(=S)[nH]c1=O)c1c(N)[nH]c(=S)[nH]c1=O | 43%[activator] | -2% | 0 | -12% | -15% | 1%
C=C(C)CNC(=S)N/N=C/c1ccc([N+](=O)[O-])cc1 | 58%[activator] | 6% | -19 | -2% | -15% | -19%
O=C(CS(=O)(=O)c1ccccc1)Nc1ncc([N+](=O)[O-])s1 | -9% | -12% | -8 | u | -16% | -6%
Cc1ccc(CCCOC(=O)C[N+]2(C)CCOCC2)cc1 | 0% | 2% | 14 | u | -25% | 7%
Cc1cc(Cl)cc2c1NC(=O)[C@]21[C@@H]2C(=O)N(Cc3ccccc3)C(=O)[C@@H]2[C@@H]2CCCN21 | -2% | -1%&-7% | 42 | -9%&-17% | 37%&83% | -4%&-14%
COc1cc(NC(=O)C(Cc2ccccc2)NS(=O)(=O)c2cccc3nsnc23)cc(OC)c1 (centres undefined) | x | 2% | u | 0% | x | x
Fc1ccc(C(c2nnnn2C2CCCC2)N2CCc3ccccc32)cc1 (centres undefined) | -27% | -7% | -25 | 10% | -43% | -8%

# Compound profiles (already shown). Order of screens: AMA1-RON2 inh, AmpC inh detg, HCMV inh, Sm TGR inh, AmpC inh no detg, FBPA Giardia inh
# `Cc1c(/C=N/NC(=O)C2(O)c3ccccc3-c3ccccc32)cnn1C` is entered as 2%, -8%, u, -2%, -17%, 4%
# `Cc1c(C2C(C#N)=C(N)N(c3ccccc3C#N)C3=C2C(=O)CCC3)cnn1C` (centres undefined) is entered as 7%, -17%, 20, -6%, -32%, -20%
# `CCOC(Cn1ccc(=O)[nH]c1=O)OCC` is entered as 0%, -7%, 12, 7%, -3%, 6%

# Next section
molecule | AMA1-RON2 inh | AmpC inh detg | HCMV inh | Sm TGR inh | AmpC inh no detg | FBPA Giardia inh
O/N=C/c1cn(-c2ccccc2)nc1-c1ccc2c(c1)OCCO2 | -11% | -3% | -11 | 10% | -43% | 3%
CCCN1C(=O)/C(=C/c2ccc(N3CCCC3)c(C)c2)NC1=S | -11% | -6% | -30 | -1% | -36% | -8%
CN1N=C(C(=O)N2CCCC(C(=O)c3cccc(C(F)(F)F)c3)C2)CCC1=O (centres undefined) | -5% | 2% | -6 | 14% | 15% | -3%
O=C(c1ccco1)N(c1ccccn1)c1ccccn1 | 48%[activator] | -7% | 3 | 25% | -16% | 4%
COc1ccc(S(=O)(=O)NC(N)=NCCc2ccc(OC)c(OC)c2)cc1C | 4% | 2% | 6 | 2% | -4% | 7%
Fc1ccc(OCCOCCNCC2CCCO2)cc1 (centres undefined) | -2% | 0% | -6 | -13% | -7% | 0%
O=C(COc1ccc2c3c(c(=O)oc2c1)CCC3)Nc1ccc(CCO)cc1 | -9% | 0% | -21 | 6% | 0% | 12%
COc1ccc2nc(SCC(=O)/C(C#N)=C(\C)N)[nH]c2c1 | 7% | 3% | 122 | 5% | -30% | 1%
O=S(=O)(c1ccc(C(F)(F)F)cc1)N1CCN(CCc2ccccc2)CC1 | -2% | -13% | -20 | 5% | 16% | 8%
Cc1ccsc1S(=O)(=O)N1CCCC(CCC(=O)NCc2ccccc2F)C1 (centres undefined) | 7% | 1% | 47 | -26% | -2% | 2%
CCOc1c(C)cnc2c1c(=O)n(Cc1ccccc1F)c(=O)n2C | -12% | -9% | 0 | 5% | -5% | 7%
Cc1ccc(C(=O)Nc2ccc(C(=O)O)cc2)cc1S(=O)(=O)NCc1ccccc1 | -7% | 0% | -24 | 5% | -28% | 2%

# Bioassay records deposited in PubChem BioAssay by National Center for Advancing Translational Sciences (NCATS).
